TROY signal inh – inhibitors of TROY-driven NF-kB signaling, primary screen, Q293 LMP1-TROYcd cells, NF-kB luciferase, uHTS; hit rate 0.98% among 360,000; Q293 LMP1-TROYcd NF-kB luciferase reporter, 4 h; inhibition, % at 10 µM;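 active = compounds whose plate-normalised and pattern-corrected inhibition of the luciferase reporter signal at the single screening dose is 50% or more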
TRAIL sens C8 – viability loss with TRAIL in NB7+C8 cells, primary screen, TRAIL sensitizer project, cell-based, ATPlite luminescence; inhibition (viability loss, TRAIL sensitization), % at 10 µM; hit rate 1% among 360,000;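 active = compounds causing at least 50% loss of cell viability in the single-dose screen, relative to plate controls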
CF NFkB inh – inhibitors of PAF-induced NF-kB signaling, primary screen, cell-based, GFP fluorescence, uHTS; hit rate 0.86% among 360,000; AID 588850, 2011; inhibition, % at 5 µM; KKLEB NF-kB-GFP reporter, GFP fluorescence overnight;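 active = at least 50% inhibition at 5 µM, scaled per plate between neutral and stimulator controls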;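 also: PAF is a Pseudomonas aeruginosa culture filtrate used as stimulus; plate controls were PAF-stimulated DMSO wells for no effect and unstimulated DMSO wells for full effect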
TRPM1 prom inh – inhibitors of MITF-dependent TRPM1 promoter reporter, primary screen, cell-based, SK-MEL-5, single point, luciferase. SK-MEL-5 TRPM1 promoter luciferase, 24 h. inhibition, % at 12.5 µM. hit rate 0.83% among 330,000;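 active = mean inhibition across replicates of 60% or more, whatever share of single replicates reaches that level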; also: values of inactives mirror those of a sister screen read the other way
NR2E3 ag-1 – inhibitors of NR2E3-RetCOR corepressor binding, primary screen, NR2E3 agonist project, biochemical, TR-FRET, GST-NR2E3, biotin-RetCOR; hit rate 0.12% among 320,000; AID 2300, 2010; 1536-well; inhibition of corepressor binding, % at 4.78 µM; Photoreceptor-specific nuclear receptor (Homo sapiens), Q9Y5X4;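 active = percent inhibition above the cutoff of mean plus 3 SD of all tested compounds, set per screening campaign, cut at about 20% in these data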;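 also: 0% = DMSO wells and 100% = biotin wells as full block of FRET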
Target sequence (Q9Y5X4 whole entry, looked up): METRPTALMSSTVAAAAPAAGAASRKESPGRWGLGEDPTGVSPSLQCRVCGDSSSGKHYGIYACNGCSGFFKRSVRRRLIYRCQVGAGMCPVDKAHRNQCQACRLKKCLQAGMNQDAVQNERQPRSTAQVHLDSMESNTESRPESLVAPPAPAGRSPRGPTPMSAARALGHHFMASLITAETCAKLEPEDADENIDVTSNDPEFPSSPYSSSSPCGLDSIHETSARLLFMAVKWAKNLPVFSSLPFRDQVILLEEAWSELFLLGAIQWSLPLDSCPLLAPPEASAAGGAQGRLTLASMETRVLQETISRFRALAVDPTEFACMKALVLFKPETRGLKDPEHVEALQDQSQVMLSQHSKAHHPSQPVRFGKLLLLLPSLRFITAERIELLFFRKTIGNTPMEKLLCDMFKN
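Material: NR2E3–RetCOR corepressor complex | Quantity: 1.35 nM GST-tagged NR2E3 final | Schedule: 5 h at 4 °C | Replication: Singlicate compound wells | Reagent: RetCOR corepressor, biotinylated, 7 nM | Controls: Biotin wells as high control, 0.6% DMSO wells as low control | Signal: TR-FRET, Eu(K)-anti-GST donor, streptavidin-D2 acceptor, ex 340, em 617/671 nm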
KKLEB cytotox – cytotoxicity in KKLEB CF airway cells, primary screen, cytotoxicity control for CF NF-kB inhibitor project, cell-based, uHTS, fluorescence assay plates; KKLEB CF airway cells viability, ATPlite luminescence, overnight; stronger effect = lower value; cells stimulated with P. aeruginosa culture filtrate; activity change (cytotoxicity), % at 5 µM; hit rate 0.36% among 360,000;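 active = corrected activity change at or below -50% at 5 µM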
TWEAK-Fn14 inh – inhibitors of TWEAK-Fn14 signaling, primary screen, luciferase reporter cells, uHTS; TWEAK-stimulated Fn14 reporter cells, luciferase luminescence, 8 h; inhibition, % at 10 µM; hit rate 2% among 360,000; AID 1159606, 2016; in the data active = inhibition above about 50%
Peg3 prom inh – Peg3 promoter-driven luciferase inhibitors, primary screen, cell-based, HeLa, luciferase luminescence; HeLa PEG-Prom luciferase reporter, overnight; inhibition, % at 20 µM; hit rate 1.7% among 360,000; AID 588405, 2011;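 active = inhibition of at least 50% at 20 µM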
Shn3 inh set2 – reduction of Shn3 3'UTR firefly luciferase signal, primary screen, Schnurri-3 inhibitor project, cell-based, Clone20 osteoblasts, set 2; Clone20 osteoblast Shn3 3'UTR firefly luciferase, 24 h; inhibition, % at 12.5 µM; hit rate 0.52% among 360,000; AID 588674, 2011;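 active = mean inhibition of at least 75% with every replicate also reaching 75%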;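 also: 0% = median of neutral control wells and 100% = pilot-screen positive control compound; some compounds past the cut are filed as inactive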
NR2E3 ag-2 – NR2E3 agonists in two-hybrid cells, primary screen, cell-based, luminescence, CHO-S, Gal4-NCOR/VP16-NR2E3 | luciferase | AID 602229, 2012 | hit rate 0.35% among 360,000 | inhibition of corepressor binding, % at 3.98 µM | Photoreceptor-specific nuclear receptor (Homo sapiens), Q9Y5X4;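 active = inhibition above the mean of all tested compounds plus 3 SD, cut at about 70% in these data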;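 also: 0% = DMSO with NR2E3 transfected cells and 100% = cells lacking NR2E3 construct; higher means lower luciferase signal from less NR2E3 corepressor binding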
HIF-2a inh – HIF-2a reporter inhibitors, primary screen, luminescence, 786-0 RCC cells; 786-0 RCC cells HIF-2a reporter, luciferase luminescence, overnight; inhibition, % at 18.8 µM; hit rate 0.72% among 360,000;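 active = inhibition of the luminescence signal of 40% or more relative to plate controls, in a single-dose primary screen at 18.75 µM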
The depositor's hits bear a star; / = no result given. The list is partial; count on the stated rates, not on these rows.

#	mol	TROY signal inh	TRAIL sens C8	CF NFkB inh	TRPM1 prom inh	NR2E3 ag-1	KKLEB cytotox
1	CCC(=O)N1CCc2cc(S(=O)(=O)CCC(=O)N3CCc4ccccc4C3)ccc21	-25	27	1	4	4	6
2	Cc1nc(Cl)c(C(=O)NCCc2ccccc2)c(C)c1[N+](=O)[O-]	5	-3	-11	0	-1	22
3	O=C(NC1CCCc2c1cnn2-c1ccccc1F)c1ccccn1 (stereo not drawn)	17	22	-16	-4	1	0
4	CCCCCOC(=O)c1ccc(NC(=O)c2ccco2)cc1	-8	4	10	-20	0	-11
5	C=C(c1cccc2ccccc12)P(=O)(O)O	10	-8	-3	-12	1	9
6	COc1cccc(NC(=S)N(CCCN2CCCC2)Cc2cccn2Cc2ccc(Cl)cc2)c1	0	-3	16	-31	1	-3
7	Cc1cc(N2CCOCC2)nc(SCC(=O)OCc2ccccc2)n1	-5	-5	-19	-13	5	-4
8	CCc1ccc(C(C)NC(=O)C2CCCO2)cc1 (stereo not drawn)	9	-8	-8	5	/	7

#	TWEAK-Fn14 inh	Peg3 prom inh	Shn3 inh set2	NR2E3 ag-2	HIF-2a inh
1	2	12	13	12	9
2	20	-5	-8	-33	5
3	-30	-30	3	14	-45
4	11	-28	-22	-30	-83
5	2	15	3	22	12
6	-19	0	-10	-3	-21
7	-22	4	10	20	12
8	7	6	-27	21	12

(next part)
#	mol	TROY signal inh	TRAIL sens C8	CF NFkB inh	TRPM1 prom inh	NR2E3 ag-1	KKLEB cytotox
9	CCn1c(SCC(=O)NC2CCCCC2)nnc1-c1cc2cccc(OC)c2o1	-14	1	3	-1	-1	2
10	Cc1ccnc(NC(=O)COC(=O)C23CC4CC(CC(C4)C2)C3)n1	-34	1	6	-2	-1	-3
11	CC(C)(C)c1[nH]nc2c1C(c1ccco1)C(C#N)=C(N)O2 (stereo not drawn)	2	2	6	10	0	-9
12	COc1ccc(CNC(=O)c2ccc(N3CCC4(CC3)CC(c3ccc(Cl)cc3)=NO4)c(NC(=O)Cc3ccc(F)cc3)c2)cc1	-31	-4	16	10	/	-37
13	CC(C)[C@@H]1Cc2[nH]c(=S)[nH]c(=O)c2[C@H](C)O1	5	-10	/	/	/	/
14	COc1ccc(OC)c(NC(=O)CSc2nncc3ccc(OC)c(OC)c23)c1	0	-2	2	6	4	-8
15	Cc1c(Br)c([N+](=O)[O-])nn1CC(=O)Nc1ccc(Cc2ccncc2)cc1	21	4	-5	9	-1	-9
16	CC1(C(=O)NCC2CC2)Cc2c(-c3ccccc3)ccnc2O1 (stereo not drawn)	7	-8	-4	/	/	8

#	TWEAK-Fn14 inh	Peg3 prom inh	Shn3 inh set2	NR2E3 ag-2	HIF-2a inh
9	-6	27	12	0	-8
10	3	2	0	-18	1
11	-12	-6	-15	-4	8
12	6	18	11	-5	-3
13	5	/	/	6	-5
14	-5	2	5	-29	20
15	-7	26	23	1	29
16	12	22	3	14	4

(more compounds)
#	mol	TROY signal inh	TRAIL sens C8	CF NFkB inh	TRPM1 prom inh	NR2E3 ag-1	KKLEB cytotox
17	Cc1ccc(C(=O)OCCc2c(C)[nH]n(-c3ccccc3)c2=O)cc1	-3	-8	0	-7	1	14
18	COc1cccc(CC(=O)N2CCN(c3ccccc3[N+](=O)[O-])CC2)c1	-2	-3	5	10	3	-16
19	CNC(=O)/C(C#N)=C/c1c(N2CCN(C)CC2)nc2c(C)cccn2c1=O	-3	2	-95	-7	-1	-2
20	CN1CCN(S(=O)(=O)c2cccc(C(=O)NC3CCCc4ccccc43)c2)CC1 (stereo not drawn)	-11	-6	-4	14	0	12
21	Cc1ccc(NC(=O)CN2CCc3ccccc3C2)cc1	-52	-14	2	-5	1	-1
22	C=CCN1C(=O)CN=C1Nc1cc(C)ccc1C	-16	5	0	8	-6	6
23	Cc1cccc(NC(=O)CSc2nnc(CNC(=O)c3ccc(S(=O)(=O)N(C)C)cc3)n2-c2ccccc2)c1	20	-20	-5	8	1	15
24	N#CCCn1cc(C(=O)Nc2cccc(C(=O)O)c2)c(-c2ccc(Cl)cc2)n1	-4	1	8	-15	2	6

#	TWEAK-Fn14 inh	Peg3 prom inh	Shn3 inh set2	NR2E3 ag-2	HIF-2a inh
17	-17	-8	-7	2	-9
18	4	10	-3	-13	6
19	1	-5	5	25	8
20	20	11	2	-3	-4
21	14	-37	-9	-27	-65
22	6	11	-1	-11	1
23	6	15	-8	-8	9
24	14	2	3	4	11

Additional results
#	mol	TROY signal inh	TRAIL sens C8	CF NFkB inh	TRPM1 prom inh	NR2E3 ag-1	KKLEB cytotox
25	COC(=O)c1cccc(Cn2c(Cl)c(/C=N/NC(=O)c3ccco3)sc2=O)c1	15	-35	-5	-7	-2	-16
26	Cc1cc2oc(=O)c3c(c2cc1OCc1nn[nH]n1)CCCC3	-12	2	-7	-3	-1	-5
27	COC(=O)c1c(-c2ccc(C)cc2)csc1NC(=O)Cc1ccc(OC)c(OC)c1	42	14	3	2	/	-6
28	Cc1cc(S(=O)(=O)Nc2ccc(C(=O)NCC(C)(C)N3CCOCC3)cc2)ccc1F	-9	-2	-37	2	-2	0
29	CCOC(=O)C1CN(Cc2ccccc2)C(=O)C1=O (stereo not drawn)	5	1	2	2	/	-1
30	C[C@@H]1CN([C@H](C)CO)S(=O)(=O)c2ccc(Br)cc2O[C@H]1CN(C)C(=O)Nc1cccc(F)c1	-10	-4	-2	/	/	3
31	Cc1[nH]cnc1C(=O)N/N=C/c1c(Cl)cccc1Cl	2	59*	-23	-35	-2	4
32	O=C(/C=C/c1ccc(Cl)cc1)N(Cc1ccccc1)C1CCS(=O)(=O)C1 (stereo not drawn)	0	-6	10	-1	-2	-11

#	TWEAK-Fn14 inh	Peg3 prom inh	Shn3 inh set2	NR2E3 ag-2	HIF-2a inh
25	-33	17	2	-21	-7
26	-17	13	6	-3	-2
27	57*	19	34	57	18
28	-7	9	-7	-5	4
29	-9	3	0	3	14
30	-23	4	-17	-22	7
31	24	-116	-29	-106	-140
32	-1	17	-5	-13	2

Next compounds.
#	mol	TROY signal inh	TRAIL sens C8	CF NFkB inh	TRPM1 prom inh	NR2E3 ag-1	KKLEB cytotox
33	CN(C)c1ccc(-c2ccnc3c2CC(C)(C(=O)Nc2cccc(C(F)(F)F)c2)O3)cc1 (stereo not drawn)	4	9	22	/	/	14
34	COCC[N+]1(C)CCCCC1	-3	0	-5	0	0	-2
35	Cc1ccc(S(=O)(=O)Nc2cc(C)cn(Cc3ccc(F)cc3)c2=O)cc1	-5	17	-1	12	3	-4
36	COC(=O)c1ccc2c(c1C(=O)OC)CN(S(=O)(=O)C(C)(C)C)[C@H]2CCO	15	5	-6	2	/	3
37	O=C1CCC/C=C\C[C@@H](CC(=O)N(CCO)Cc2ccccc2)C(=O)NCCO1	-5	-14	-24	3	/	16
38	O=C(NCCCN1CCOCC1)c1ccccc1NS(=O)(=O)c1cc([N+](=O)[O-])ccc1Cl	3	3	7	8	1	-3
39	Cc1ccccc1CN(C)C(C)C(=O)Nc1ccccc1F (stereo not drawn)	-5	6	20	-11	6	-9
40	CC(C)C(NC(=O)C(c1ccccc1)c1ccccc1)c1nc2ccccc2[nH]1 (stereo not drawn)	-12	3	-2	31	4	10

#	TWEAK-Fn14 inh	Peg3 prom inh	Shn3 inh set2	NR2E3 ag-2	HIF-2a inh
33	-1	20	2	11	3
34	1	-3	-4	-9	12
35	14	22	21	13	15
36	5	4	5	19	11
37	-12	-1	2	18	10
38	3	-2	-17	17	11
39	-6	6	11	-7	6
40	6	-6	65	-12	-12

Sorted by number of heavy atoms (ascending): some entries from above
#	mol	TROY signal inh	TRAIL sens C8	CF NFkB inh	TRPM1 prom inh	NR2E3 ag-1	KKLEB cytotox
5	C=C(c1cccc2ccccc12)P(=O)(O)O	10	-8	-3	-12	1	9
21	Cc1ccc(NC(=O)CN2CCc3ccccc3C2)cc1	-52	-14	2	-5	1	-1
32	O=C(/C=C/c1ccc(Cl)cc1)N(Cc1ccccc1)C1CCS(=O)(=O)C1 (stereo not drawn)	0	-6	10	-1	-2	-11
36	COC(=O)c1ccc2c(c1C(=O)OC)CN(S(=O)(=O)C(C)(C)C)[C@H]2CCO	15	5	-6	2	/	3
20	CN1CCN(S(=O)(=O)c2cccc(C(=O)NC3CCCc4ccccc43)c2)CC1 (stereo not drawn)	-11	-6	-4	14	0	12
27	COC(=O)c1c(-c2ccc(C)cc2)csc1NC(=O)Cc1ccc(OC)c(OC)c1	42	14	3	2	/	-6
33	CN(C)c1ccc(-c2ccnc3c2CC(C)(C(=O)Nc2cccc(C(F)(F)F)c2)O3)cc1 (stereo not drawn)	4	9	22	/	/	14

#	TWEAK-Fn14 inh	Peg3 prom inh	Shn3 inh set2	NR2E3 ag-2	HIF-2a inh
5	2	15	3	22	12
21	14	-37	-9	-27	-65
32	-1	17	-5	-13	2
36	5	4	5	19	11
20	20	11	2	-3	-4
27	57*	19	34	57	18
33	-1	20	2	11	3

Continuation.
#	mol	TROY signal inh	TRAIL sens C8	CF NFkB inh	TRPM1 prom inh	NR2E3 ag-1	KKLEB cytotox
41	O=c1[nH]c(=S)n(C2CCCCC2)c(O)c1C=NCCN1CCOCC1	14	-5	24	-2	-1	-12
42	Cc1nc2c3cnn(-c4ccc(C)c(C)c4)c3ncn2n1	-39	3	0	-86	2	3
43	CNC(=O)COC(=O)c1c2c(nc3ccccc13)CCC2	18	0	-1	-10	-5	-1
44	O=C1CC(C(F)(F)C(F)(F)C(F)(F)C(F)(F)F)=Nc2ccccc2N1	17	-5	16	-2	2	7
45	Cc1cccc(NS(=O)(=O)c2ccc(C)c(C(=O)NCc3ccccn3)c2)c1	7	-16	21	3	/	-11
46	Cc1ccc(C(=O)CSC2=NC(N)=C(C#N)C3(CCCCC3)C2C(N)=O)cc1 (stereo not drawn)	-8	-3	-13	1	-2	30
47	C/C(=N\NC(=O)CN(c1ccccc1Br)S(C)(=O)=O)c1ccc2c(c1)OCCO2	9	6	2	1	-1	-11
48	CC(CN1CCN(C)CC1)OC(=O)c1ccc(Cl)cc1 (stereo not drawn)	-15	12	4	-7	-1	-12
49	Cc1oncc1-c1csc(-c2ccccc2Cl)n1	-26	6	-9	-11	12	7

#	TWEAK-Fn14 inh	Peg3 prom inh	Shn3 inh set2	NR2E3 ag-2	HIF-2a inh
41	11	-2	4	2	20
42	18	-277	-60	-97	-219
43	-6	3	1	23	6
44	7	4	10	-3	13
45	4	1	-4	-26	5
46	2	-22	20	-5	-29
47	-2	0	6	-11	18
48	-10	-20	-17	-17	-20
49	-33	-96	-32	-30	-188
